GRP78 ERSR act: qHTS for Inducers of the Endoplasmic Reticulum Stress Response (ERSR) in Human Glioma: qHTS. U87-MG GRP78 promoter luciferase reporter, 16 h. Potency, µM, inactives show top-dose activation, usual class: activators. hit rate 0.02% among 420,000. AID 602332, 2012; further: potency means the concentration at half of the fitted maximal effect; series mostly up to about 76 µM; % of control where 0% means no effect; nearly all actives have a fitted effect of over 35% in size
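ERSR induction read as luciferase luminescence (Bright-Glo, 10 min at room temperature) in stably transfected human U87-MG glioma cells exposed to compounds for 16 h, using GRP78 as sensor.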
ERG-DNA inh: qHTS for Small Molecule Inhibitors of the ERG Ets/DNA interaction; fluorescence polarization, His-ERG Ets domain / labelled DNA; Potency, µM (top dose mostly 76.9 µM), without a hit: at the top dose FP activity, negative = inhibition, most hits filed as inhibitors; hit rate 0.028% among 370,000; AID 624246, 2012; active means well fitted inhibition curve with a large enough effect in the polarisation, with a control signal flat; inconclusive means small, poorly fitted or top-dose-only effect, or effect the other way, or a change in a side signal; inactive means no such curve, though single readings can be large or run the other way; the % refers to the polarisation;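 further: polarization taken with two DNA probes labelled with fluorescein and Texas red; potency means the concentration at half of the fitted maximal effect; % of control where 0% means no effect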
Target sequence (P11308 whole entry, looked up, the tested form may be a part): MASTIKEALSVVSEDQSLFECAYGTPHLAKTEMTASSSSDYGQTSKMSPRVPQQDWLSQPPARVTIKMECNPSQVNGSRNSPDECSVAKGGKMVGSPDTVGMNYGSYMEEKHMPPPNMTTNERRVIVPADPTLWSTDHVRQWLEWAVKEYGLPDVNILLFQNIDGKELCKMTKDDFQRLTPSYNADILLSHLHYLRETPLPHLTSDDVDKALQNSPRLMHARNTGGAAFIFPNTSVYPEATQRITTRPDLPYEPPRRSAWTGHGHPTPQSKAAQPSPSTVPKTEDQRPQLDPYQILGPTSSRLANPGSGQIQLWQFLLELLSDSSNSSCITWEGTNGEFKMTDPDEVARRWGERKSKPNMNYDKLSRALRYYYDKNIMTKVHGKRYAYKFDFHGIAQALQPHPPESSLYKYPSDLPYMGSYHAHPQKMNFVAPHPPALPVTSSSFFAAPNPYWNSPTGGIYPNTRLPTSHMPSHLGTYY
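His-tagged ERG Ets domain (1 uM in the protein solution; 300mM KCl, 50mM Tris-HCl, 1mM EDTA, 1mM DTT, pH 7.5) received compound, then a probe mix of 5 nM fluorescein-DNA and 100nM Texas-615-DNA. Fluorescence polarization was read for both dyes.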
Vif-APOBEC3G blk: qHTS for Inhibitors of Vif-A3G Interactions: qHTS; DNA dC->dU-editing enzyme APOBEC-3G (Homo sapiens), Q9HC16; HeLa A3G-eYFP + Vif (tagged APOBEC3G with the HIV-1 protein that degrades it), YFP fluorescence, overnight; Potency, µM (series often up to 46.1 µM), for the others: top-dose activity, negative = active, hits mostly inhibitors; hit rate 0.076% among 410,000; AID 602310, 2012;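 further: potency means the concentration at half of the fitted maximal effect; on the % scale 0 is the no-effect control and ±100 the full control effect; nearly all actives have a fitted effect of over 60% in size; hits raise eYFP signal because A3G escapes Vif-driven loss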
Target sequence (Q9HC16 whole entry, looked up): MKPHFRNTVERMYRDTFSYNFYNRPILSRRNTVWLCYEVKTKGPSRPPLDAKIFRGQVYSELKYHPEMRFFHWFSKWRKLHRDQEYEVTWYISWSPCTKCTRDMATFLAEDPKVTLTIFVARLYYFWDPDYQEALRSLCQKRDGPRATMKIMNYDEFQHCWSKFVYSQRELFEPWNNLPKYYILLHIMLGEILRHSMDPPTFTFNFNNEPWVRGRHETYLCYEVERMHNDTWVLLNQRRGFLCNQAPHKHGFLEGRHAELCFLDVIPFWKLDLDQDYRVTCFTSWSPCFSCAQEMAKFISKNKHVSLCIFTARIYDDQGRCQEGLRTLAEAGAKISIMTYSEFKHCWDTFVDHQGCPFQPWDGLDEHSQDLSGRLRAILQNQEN
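Read-out is eYFP fluorescence (Ex 488/Em 500-530) from Vif-expressing HeLa A3G-eYFP cells; more signal means A3G escaped Vif-mediated degradation. Cells plated overnight, compound pinned in, incubated overnight at 37 deg C.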
D2 ag: HTS Assay for Allosteric Agonists of the Human D2 Dopamine Receptor: Primary Screen for Agonists. D(2) dopamine receptor (Homo sapiens), P14416. HEK293 T-REx D2 cells, calcium flux agonist mode. activation, % at 2 µM. hit rate 0.53% among 340,000. AID 485358, 2010;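 active means activation over 3 SD above normal in the single-dose calcium agonist read, cut at about 30% in these data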; further: 0% is about no effect
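In this primary screen, compounds producing a positive calcium signal within 180 s of addition to tetracycline-induced, force-coupled HEK293 Trex D2 cells are flagged; cells are dye-loaded with a no-wash calcium kit beforehand.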
D2 antag: HTS Assay for Allosteric Antagonists of the Human D2 Dopamine Receptor: Primary Screen for Antagonists. D(2) dopamine receptor (Homo sapiens), P14416. HEK293 TREx D2 cells, calcium flux, dopamine EC80. inhibition, % at 10 µM. hit rate 2% among 340,000. AID 485344, 2010; in the data active means inhibition above about 30%; further: 0% is about no effect
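Compounds are added to dye-loaded, induced HEK293 T-REx cells coupled to calcium release via D2; after a 3 min kinetic read an EC80 dopamine stimulus is given and fluorescence is recorded for 3 more min.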
12-LOX inh: Primary qHTS assay for inhibitors of human arachidonate 12S-lipoxygenase (ALOX12): Round 2; Polyunsaturated fatty acid lipoxygenase ALOX12 (Homo sapiens), P18054; purified 12hLO, xylenol orange hydroperoxide absorbance; Potency, µM (doses to about 108 µM), for inactives: at the highest dose activity change, negative = inhibition, most hits filed as inhibitors; hit rate 1.1% among 580,000; further: potency means the concentration at half of the fitted maximal effect; on the % scale 0 is the no-effect control and ±100 the full control effect
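Purified human 12hLO at 150 nM in 25 mM Hepes, 0.01% Triton X-100, pH 7.0, preincubated 15 min at room temperature with compound. Reaction started with 40 uM arachidonic acid, 30 min at room temperature. Hydroperoxide measured by Fe-xylenol orange, 573/405 nm absorbance ratio.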
LDHA inh: qHTS assay for inhibitors of human lactate dehydrogenase | AID 1347041, 2019 | L-lactate dehydrogenase A chain (Homo sapiens), P00338 | purified LDHA, NADH/diaphorase-resazurin fluorescence; hits give low values | hit rate 0.15% among 480,000 | activity change, % (values are at about 110 or 230 µM); in the data active means activity change below about -30%; inconclusive means mostly about -25% to -30%;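 further: plate controls were DMSO wells for no effect and wells without enzyme for full effect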
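Resorufin fluorescence (ex540/em590), read at 0 and 20 min after diaphorase/resazurin addition, reports the NADH left after a 5 min room-temperature reaction of 2 nM human LDH5 with 0.06 mM NADH and 0.2 mM pyruvate.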
Vif-A3F inh: qHTS for Inhibitors of Vif-A3F Interactions: qHTS; hit rate 0.2% among 390,000; AID 602313, 2012; HeLa A3F-eYFP + Vif (tagged APOBEC3F with the HIV-1 protein that degrades it), YFP fluorescence increase; Potency, µM (doses to about 46.1 µM), inactives show top-dose activity, negative = active; further: potency means the concentration at half of the fitted maximal effect; % of control where 0% means no effect; nearly all actives have a fitted effect of over 65% in size
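HeLa cells stably expressing A3F-eYFP plus Vif, plated and incubated overnight at 37 deg C, then exposed to compounds overnight at 37 deg C. Blocked degradation read as raised yellow fluorescence (Ex 488/Em 500-530).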
RGS4 inh: Inhibitors of Regulator of G Protein Signaling (RGS) 4: qHTS; Regulator of G-protein signaling 4 (Homo sapiens), P49798; Transcreener GDP fluorescence polarization, RGS4-accelerated GTP hydrolysis; Potency, µM (top dose mostly 114 µM), without a hit: at the top dose activity change, negative = inhibition, actives largely listed as inhibitors; hit rate 0.039% among 390,000; AID 504845, 2011; further: potency means the concentration at half of the fitted maximal effect; on the % scale 0 is the no-effect control and ±100 the full control effect; nearly all actives have a fitted effect of over 75% in size; some results filed as inactive show a strong effect at the top dose
Target sequence (P49798 whole entry, looked up): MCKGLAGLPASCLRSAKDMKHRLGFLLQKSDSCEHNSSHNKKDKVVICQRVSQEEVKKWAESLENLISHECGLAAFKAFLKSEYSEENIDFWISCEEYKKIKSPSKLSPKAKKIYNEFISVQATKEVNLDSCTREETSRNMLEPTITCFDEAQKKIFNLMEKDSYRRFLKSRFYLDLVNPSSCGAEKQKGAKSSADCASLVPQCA
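MLSMR compounds (23 nl, pin-transferred) preincubated 10 min at room temperature with a 500nM (2x) first reagent, then RGS4 at 900nM (2x) plus Transcreener GDP mix added; fluorescence polarization (620/688 nm) read before and after 90 min at 30 °C.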
* marks the source's active call; other numbers are inactive results; ? = inconclusive; / = not tested or not shown; & = joins results of further samples; [ ] = another dose, or the depositor's remark. Unless noted, the call rests on the fitted dose curve; in most records, active means well fitted curve in the direction sought with a large enough effect; inconclusive means small, poorly fitted or top-dose-only effect, or another doubt; inactive means no such curve, though single readings can be large; an effect the other way counts as inactive or inconclusive.

Order of values – GRP78 ERSR act, ERG-DNA inh, Vif-APOBEC3G blk, D2 ag, D2 antag, 12-LOX inh, LDHA inh, Vif-A3F inh, RGS4 inh
[1] CCCCc1nn2c(=O)cc(COC(=O)c3cccc(Cl)c3)nc2s1
    -3%, -1%, 8%, 0.7, /, -16%, -12, -3%, 0%
[2] COc1ccc(NC(=O)C2CCCN(c3ncnc4c3nc3n4CCCCC3)C2)c(OC)c1 (stereo not given)
    -1%, 6%, 2%, -0.8, /, -22%, -1, -8%, -7%
[3] COc1cc(C)c2c(c1C=O)Oc1c(c(C)c(O)c3c1C(O)OC3=O)OC2=O (stereo not given)
    -6%&-2%, 8%, 0%, -0.3, -15, ?, 0, 0%, -20%
[4] Cc1cc(NC(=O)NCc2ccccc2)c(=O)n(Cc2ccc(F)cc2)c1
    3%, 10%, -13%, -0.4, 4, 0%, 4, ?, -11%
[5] O=C(NCCN1CCN(C(=O)c2ccc(F)cc2)CC1)C(=O)NCc1ccccc1
    1%, -2%, -4%, 1.0, -17, 19%, -3, 0%, -1%
[6] COc1cc(/C=N/NC(=O)C2CCN(CC(O)COCc3ccccc3)CC2)ccc1O (stereo not given)
    -2%, 5%, 4%, -1.0, 2, -7%, -1, -3%, 2%
[7] O=C(c1ccccc1)c1ccc(C(=O)N2CCCC(C(F)(F)F)C2)cc1 (stereo not given)
    -2%, 2%, -1%, 0.2, -10, -17%, -1, 14%, -9%
[8] CN1CCN(c2nc(-c3ccccc3)nc(-c3ccc(F)cc3)c2C#N)CC1
    -3%, 7%, 1%, 0.5, 3, -1%, 0, ?, 14%
[9] COc1ccc(N(C(=O)C2CCCCC2)S(=O)(=O)c2cccc3cccnc23)cc1
    1%, 4%, -2%, 0.9, -1, -16%, -6, 9%, 3%
[10] CCOC(=O)CC(=O)NC1(Cc2ccc(O)cc2)CCCCC1
    -8%, 4%, -3%, 0.0, 7, -11%, -5, -1%, 39%
[11] O=C(c1ccc(Cl)cc1)c1ccccc1C(=O)N1CCOCC1
    2%, /, 1%, 0.3, 0, -4%, -2, -5%, -16%
[12] COc1ccc(OCCOCC(O)CN2CCOCC2)cc1 (stereo not given)
    -4%, 9%, 1%, -0.4, 1, 0%, -1, 7%, 12%
[13] Cc1ccc(-c2nnnn2CS(=O)(=O)c2ccccc2)cc1
    2%, 3%, 4%, -0.3, -9, -13%, -18, -10%, 22%
[14] CC1CN(CC(=O)NCc2ccc(Cl)cc2)CC(C)O1 (stereo not given)
    -5%, 13%, 0%, 0.3, -10, ?, -1, -25%, -31%
[15] CCC(=O)N1CCN=C1SCc1c(F)cccc1Cl
    -1%, -2%, -8%, -0.3, 13, -22%, -7, -5%, 6%
[16] CCOC(=O)C1C(=O)C=C(N2CCOCC2)CC1c1cccc(OC)c1 (stereo not given)
    1%, 0%, 0%, -0.5, 13, -13%, -2, 4%, 15%
[17] COc1ccc(-c2nc3scc(CCNC(=O)c4cccc(Br)c4)n3n2)cc1
    1%, 2%, -7%, 0.5, /, -24%, 2, 3%, -14%
[18] COc1cc(C(=O)NNc2nc3cc4c(cc3s2)OCO4)cc(OC)c1OC
    -3%, -3%, 1%, 1.0, 3, ?, 4, 5%, -30%
[19] CC(=O)N(c1cc(C)ccc1C)c1ccccc1[N+](=O)[O-]
    0%, -5%, 0%, /, /, -12%, -3, -17%, 9%
[20] Cc1cc(C)c2ccc(/C=N/O)nc2c1O
    -4%, -8%, -9%, 0.1, 0, ?, 3, 9%, 4%
[21] O=C(CN(c1ccc(F)cc1)S(=O)(=O)c1ccc2c(c1)OCCO2)NCc1ccncc1
    12%, 6%, 1%, 0.7, -7, -15%, -9, -6%, 56%[activator]
[22] Cc1cc(NC(=O)CSc2nncn2N)no1
    -4%, 3%, -4%, /, /, -1%, -3, -10%, -39%
[23] Cc1ccc(CN2CCN(/N=C/c3cc(Br)cc(Br)c3O)CC2)cc1
    -3%, -1%, 1%, /, /, -16%, -1, 5%, ?
[24] COC(=O)c1cc(Cl)cc2c(CCO)c[nH]c12
    3%, -11%, -2%, /, /, -3%, 2, -4%, -4%
[25] COc1ccc2oc(=O)c(C(=O)NCCc3c(C)[nH]c4c(C)cccc34)cc2c1
    0%, -1%, 3%, 0.4, /, 10%&-20%, 2&-6, 7%, -4%
[26] O=C(Cn1c(CN2CCCCC2)nc2ccccc2c1=O)NC1CCCCC1
    -3%, 3%, 0%, 1.1, 19, 3%[57.4 µM], -14, -9%, 33%
[27] CC(C)NC(=O)NC(=O)COC(=O)c1ccc(F)cc1F
    -6%, -3%, 1%, -0.8, 11, -2%, -2, 1%, -4%
[28] O=C(Nc1cccnc1)Nc1cccc(F)c1
    -1%, -16%, 0%, 0.0, -14, 11%, 5, -13%, -40%
[29] O=C(COC(=O)CCc1ccc(S(=O)(=O)N2CCOCC2)cc1)NC(=O)NC1CCCCC1
    -6%, -5%, -2%, /, /, -3%, -5, 13%, -8%
[30] COc1ccccc1C(=O)Nc1nc(-c2ccc(Br)cc2)ns1
    -2%, -3%, 2%, -1.8, /, -8%, 0, -2%, -4%
[31] COC(=O)N/N=C(\C)c1ccccc1Br
    -6%, -3%, 0%, -0.2, -11, -14%, -5, -4%, 7%
[32] O=C(COc1ccc(-n2cnnn2)cc1)N1CCN(c2ccc(F)cc2)CC1
    -2%, -5%, 5%, 0.4, 1, 0%, -3, -2%, 16%
[33] Cn1c(CNC(=O)Nc2ccccc2Cl)nnc1SCc1ccccc1
    -5%, -2%, -2%, -0.3, -8, 0%, -9, -6%, -32%
[34] CCOC(=O)c1oc2ccccc2c1CSc1nnc(-c2ccco2)o1
    -5%, 0%, -10%, 0.4, 4, -29%, -1, -1%, -2%
[35] CCO/C(C)=N/Oc1cncnc1
    -4%, /, -2%, /, /, 9%, -4, /, /
[36] CCc1ccc(NC(=O)CSc2nnc(Cc3cccn3C)n2-c2ccc(OC)cc2)cc1
    -7%, 8%, -27%, -1.0, -3, 392%[activator], -15, 2%, -2%
[37] Cc1ccc(-n2c(C)nn(Cc3ccc([N+](=O)[O-])cc3)c2=O)cc1
    -1%, 13%, -6%, -0.6, 7, -17%, 3, 2%, -8%
[38] COc1ccccc1C(=O)NNC(=O)C(=O)NCc1ccccc1
    -3%, -3%, -8%, /, /, 0%, -3, -9%, -17%
[39] O=C(Nc1cccc2c1C(=O)NC2=O)c1cccc(N2C(=O)CCC2=O)c1
    -2%, 5%, 1%, 1.2, -10, -11%, -7, -1%, 5%
[40] Cc1cc(S(=O)(=O)Nc2ccc(C(=O)NCCN3CCOCC3)cc2)ccc1F
    -1%, /, 1%, /, /, -21%, -6, 1%, /
[41] COc1ccc(C2C(=O)N(C3CCCCCC3)CC(=O)N2Cc2ccc(C)cc2)cc1OC (stereo not given)
    -1%, -2%, -12%, 0.1, /, ?, -2, 5%, 22%
[42] COc1cc(OC)c(NC(=S)NCc2ccccc2)cc1Cl
    2%, -13%, 2%, -0.5, -14, -26%, -4, 11%, -8%
[43] CCOC(=O)c1ccc(NC(=O)c2nc(SC(C)C)ncc2Cl)cc1
    -3%, 5%, 3%, -0.1, /, -28%, 3, -9%, -10%
[44] c1coc(CNc2c3c(nc4ncnn24)CCCC3)c1
    -6%, 2%, -1%, 0.1, -1, 0%, -7, 4%, -4%
[45] Cc1cc(C)cc(NS(=O)(=O)c2ccc3c(c2)C(C)(C)C(=O)N3C)c1
    -1%, -5%, -3%, 1.6, -10, 4%, -12, -1%, -52%
[46] Cc1nn(Cc2ccc(Cl)c(Cl)c2)c(C)c1NC(=O)c1sc2ccccc2c1Cl
    -9%, 1%, 5%, 0.3, 0, 0%[57.4 µM], -7, 1%, ?
[47] Nc1nc(-c2cc(O)ccc2[N+](=O)[O-])cc(-c2ccccc2)c1[N+](=O)[O-]
    -1%, -21%, ?, 12, 0, ?, 0, ?, -21%
[48] CCC(=O)NCCNc1nc2cc(C)cc(C)c2cc1C#N
    -1%, -4%, -2%, -1.3, 5, ?, -9, -4%, 20%
[49] O=C(CCC(=O)c1cccs1)NCCc1ccc(F)cc1
    1%, 8%, -5%, -0.1, 6, ?, -2, 3%, -19%
[50] COCCN(CC(=O)NC1CCCCC1)C(=O)CSc1nc2ccccc2o1
    -4%, 1%, 2%, 0.2, 12, 4%, 1, -3%, -25%
[51] COc1ccccc1CNC(=O)Nc1nc(C(N)Cc2ccc(Cl)cc2)cs1 (stereo not given)
    -10%, /, -8%, /, /, -2%, -12, /, /
[52] CCc1cc(=O)oc2c(C)c(OCC(=O)NCCCN3CCOCC3)ccc12
    1%, 3%, -1%, 0.8, 1, 1%&27%, -5&1, 2%, -7%[11.4 µM]

Some of the compounds tested (hit frequency here may not be typical).
